# High-throughput results deposited in PubChem BioAssay by several laboratories.
# NTR1 ag: NTR1-driven beta-arrestin-GFP spot formation – imaging, U2OS cells, high content, primary screen (AID 493036); agonist mode; 330,000 tested, 0.17% active; activation, % at 20 µM; P30989;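 active = activation at or above 40% of the spot to cytoplasm intensity ratio, with at least 20 cells analyzed; inconclusive = wells under 20 cells, flagged as cytotoxic or low count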;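 also: 0% = DMSO without peptide and 100% = 100 nM NTR1 peptide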
# Target sequence (P30989 whole entry, looked up): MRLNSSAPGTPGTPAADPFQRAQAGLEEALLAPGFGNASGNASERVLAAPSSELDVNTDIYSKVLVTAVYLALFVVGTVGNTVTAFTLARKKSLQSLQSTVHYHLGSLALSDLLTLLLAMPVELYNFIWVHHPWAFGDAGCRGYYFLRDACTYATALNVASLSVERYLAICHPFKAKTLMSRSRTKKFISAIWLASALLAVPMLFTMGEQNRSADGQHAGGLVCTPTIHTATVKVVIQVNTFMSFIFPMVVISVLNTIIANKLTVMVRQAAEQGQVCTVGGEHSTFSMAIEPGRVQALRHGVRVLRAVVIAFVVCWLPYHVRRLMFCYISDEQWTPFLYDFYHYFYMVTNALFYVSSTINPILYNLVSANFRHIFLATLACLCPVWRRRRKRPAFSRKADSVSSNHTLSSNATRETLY
# Dengue-2 NS5 capping: flavivirus cap methylation enzyme inhibition – biochemical, confirmation dose response, primary screen (AID 588689) | Dengue-2 NS5 methyltransferase capping enzyme assay, biochemical; higher % means a stronger effect | one-dose inhibition, % at 25 µM; IC50 in µM for titrated hits | 340,000 tested, 0.3% active; in the data active = a potency from the dose series; inconclusive = inhibition above about 29% without an active follow-up result
# MgcRacGAP inhibition: MgcRacGAP GTPase-activating activity inhibitors, confirmation, biochemical, ADP Hunter fluorescence | MgcRacGAP-stimulated Rac1 GTP hydrolysis, ADP Hunter fluorescence; higher % means a stronger effect; GST-tagged Rac1 F28L mutant substrate | one-dose inhibition, % at 30 µM; IC50 in µM for titrated hits | 340,000 tested, 0.6% active;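 active = first-screen hits whose inhibition reached a set limit at any dose in the follow-up dose series; inconclusive = inhibition above the set first-screen limit but never retested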;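 also: fluorescence reports GDP produced by GAP-driven GTP hydrolysis; strong numbers were not always called active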
# K1F lysis inhibition: protection from phage-mediated lysis, alamar blue read-out – E. coli UTI89, K1F phage, bacterial capsule biogenesis inhibitors (AID 488966); E. coli UTI89 K1F phage lysis, alamar blue, 2 h; higher % means a stronger effect; one-dose inhibition, % at 100 µM; IC50 in µM for titrated hits; 340,000 tested, 0.02% active;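 active = phage lysis inhibition, versus mean bacterial control, above a set limit; inconclusive = no clear call, values can overlap the other calls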;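 also: capsule biogenesis inhibitors block K1F phage lysis so surviving cells raise fluorescence; higher fluorescence means more inhibition of phage lysis; actives were called in the ten point dose series up to 300 µM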
# SV40 large T antigen: SV40 large T antigen inhibitors, biochemical (AID 1903) | 310,000 tested, 0.39% active | inhibition, % at 20 µM; hits with a dose series show IC50 in µM | SV40 large T antigen ATPase/helicase inhibition assay; higher % means a stronger effect; in the data active = a potency from the dose series; inconclusive = inhibition mostly from about 32% at the one dose, without a potency; inactive = the rest, 99 in 100 with inhibition below about 32%; also: strong numbers were not always called active
# PhoP inhibition: PhoP-dependent GFP reporter repression – Salmonella Typhimurium, primary screen (AID 1863). S. Typhimurium PhoP-regulated promoter GFP reporter, 4 h; higher % means a stronger effect. inhibition, % at 50 µM; hits with a dose series show IC50 in µM. 300,000 tested, 0.16% active;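 active = inhibition over 29.93%, a cutoff 3 SD above the screen mean, later confirmed by dose response; inconclusive = inhibition over 29.93% but no dose response follow-up; inactive = inhibition at most 29.93% or unconfirmed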;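 also: 0% = low Mg2+ inducing control and 100% = high Mg2+ repressing control; strong numbers were not always called active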
# West Nile virus CPE: inhibition of WNV-induced cytopathic effect – cell-based, CPE readout (AID 1621). West Nile virus-infected cells, CPE inhibition; higher % means a stronger effect. CPE inhibition, % at 10 µM; hits with a dose series show IC50 in µM. 290,000 tested, 0.02% active; in the data active = a potency from the dose series; inconclusive = CPE inhibition mostly from about 3.7% at the one dose, without a potency; inactive = the rest, 99 in 100 with CPE inhibition below about 2.2%; also: strong numbers were not always called active
# T cell modulator: T cell immune modulators affecting CD8 T cell-vesicle binding; 2C CD8+ T cell-vesicle binding, flow cytometry; active compounds read low; calls only at 7 µM; 330,000 tested, 0.068% active;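 active = response, share of CD8 T cells binding vesicles, and their 90th percentile fluorescence all below set limits, cut at about 80% in these data, passing the limit was not always enough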
#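 Test system: purified 2C TCR transgenic mouse naive CD8+ T cells. Probe or stimulus: QL9-peptide-loaded Drosophila micro-vesicles bearing Ld, ICAM-1 and B7-1. Incubation: binding step 1.5 h, 37 °C, antibody labelling 20 min, ice. Measured by: flow cytometry of vesicle-bound cells.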
# RSV antiviral HEp-2: inhibition of RSV-induced cytopathic effect – HEp-2 cells, primary 10 µM value included (AID 2391). HEp-2 cells, RSV-induced CPE inhibition; higher % means a stronger effect. CPE inhibition, % at 10 µM, or IC50 in µM where a hit was titrated. 310,000 tested, 0.13% active; in the data active = a potency from the dose series; inconclusive = CPE inhibition mostly from about 23% at the one dose, without a potency; inactive = the rest, 99 in 100 with CPE inhibition below about 21%; also: strong numbers were not always called active
# T cell modulator vesicle-bound %: also measured in T cell modulator; calls as there; double positive events, %; measured here: CD8+ vesicle-bound cell fraction;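 binding gate set so that unloaded-vesicle control wells show 10% double positive cells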
# NTR1 ag cell count 20 µM: recorded beside NTR1 ag, whose call it bears; cell count; measured here: cell count, cytotoxicity flag
# Dengue-2 NS5 capping pilot replicate: recorded beside Dengue-2 NS5 capping, whose call it bears; inhibition, %; measured here: pilot screen replicate inhibition
# Starred values were filed as active, the others as inactive; i = inactive; ? = inconclusive; · = no result given; [ ] = dose if it differs, or a comment.
SMILES,NTR1 ag,NTR1 ag cell count 20 µM,Dengue-2 NS5 capping,MgcRacGAP inhibition,K1F lysis inhibition,SV40 large T antigen,PhoP inhibition,West Nile virus CPE,T cell modulator,T cell modulator vesicle-bound %,RSV antiviral HEp-2,others
O=C(CN(Cc1ccccc1)S(=O)(=O)c1ccccc1)N/N=C/c1ccccc1C(=O)O,-0.9,88,5%,-1%,-0.1%,·,·,0.9%,i,48,1.9%,
CCN1c2ccccc2N(C)C1(C)c1ccccc1 (stereo not given),·,·,12%,5%,-0.1%[50 µM],18%,9%,0.0%,i,48,0.5%,
CC1CN(C(=O)c2ccc(COc3ccccc3Br)o2)CC(C)O1 (stereo not given),-0.4,90,-9%,13%,-0.1%,8%,-2%,-1.4%,i,45,0.5%,
CC(O/N=C\c1ccccc1O)C(=O)Nc1ccccc1C(=O)N1CCOCC1 (stereo not given),-0.8,74,0%,13%,1.4%[50 µM],7%,3%,0.1%,i,16,1.4%,
Cc1cc(NC(=O)CCC(=O)N(Cc2ccco2)C(C(=O)NC2CCCCC2)c2cccs2)no1 (stereo not given),-0.4,57,-1%,-1%,0.3%,5%,10%,-1.3%,i,15,-1.7%,
COc1ccc(NC(=O)C2CCCN2S(=O)(=O)c2ccc(F)cc2)cc1 (stereo not given),-1.0,63,-7%,5%,4.9%,16%,-4%,-0.1%,i,66,1.6%,
c1cc2c3c(cccc3c1)C(N1CCOCC1)=N2,-0.3,51,·,·,·,11%,-10%,0.1%,i,44,20%,
COc1ccc(S(=O)(=O)N2CCOCC2)cc1NC(=O)CSc1ccccc1,0.1,60,-4%,6%,-0.1%,8%,-6%,-0.4%,i,14,0.6%,
CCc1ccc(NC(=O)C(C)OC(=O)/C=C/c2cccc([N+](=O)[O-])c2)cc1 (stereo not given),7.9,62,-7%,-1%,0.1%[50 µM],5%,-2%,-0.1%,i,40,1.0%,
O=C(O)CCNS(=O)(=O)c1ccc(Oc2ccccc2)cc1,1.4,60,-7%,-3%,-2.2%,0%,-11%,0.1%,i,35,1.0%,
CC(C)(C)NC(=O)CSc1nnc(Cc2ccccc2)n1CC1CCCO1 (stereo not given),1.5,44,-5%,6%,-0.2%,-2%,5%,-0.3%,i,52,0.9%,
CCNC(=O)COC(=O)c1cc(S(=O)(=O)N2CCCc3ccccc32)ccc1Cl,14,59,-5%,7%,0.1%,6%,-4%,0.1%,i,21,0.4%,
CCC(C)n1cnc2c(=O)oc3ccccc3c21 (stereo not given),0.3,73,5%,0%,2.3%,4%,9%,-0.1%,i,48,1.4%,
Cc1ccc(CCNS(=O)(=O)c2cnc[nH]2)cc1,-1.3,51,9%,8%,3.5%,-1%,15%,0.3%,i,22,0.1%,
O=C(O)COc1ccccc1Cc1ccccc1,-0.7,33,-8%,10%,0.2%,-4%,0%,0.2%,i,24,-0.8%,
Cc1cccnc1NC(=O)c1ccc2c(c1)NC(=O)C(C)S2 (stereo not given),-0.5,68,4%,9%,0.5%[50 µM],8%,-1%,·,i,16,2.4%,
CCOC(=O)NC(=O)CSc1ccc2ccccc2n1,0.7,45,-2%,6%,0.5%,-5%,-1%,0.7%,i,20,1.4%,
COc1ccc(CCNC(=O)C2CCCN(C(=O)c3ccc(Cl)cc3)C2)cc1 (stereo not given),2.1,52,4%,7%,0.0%,3%,8%,-1.1%,i,24,0.9%,
Cc1nc(-c2cccc(NC(=O)Cc3ccccc3)c2)cs1,3.4,60,7%,7%,0.2%,5%,-4%,0.4%,i,67,13%,
O=C(CCCc1ccccc1)Nc1nccs1,0.3,55,-4%,7%,-2.0%,4%,·,·,i,29,3.1%,
Cc1cc(CC(C)C)n(-c2nc3ccccc3c(=O)n2OCc2ccccc2)n1,4.6,89,5%,-14%,-0.7%,6%,-1%,1.7%,i,58,3.2%,Dengue-2 NS5 capping pilot replicate=3.5
O=C(O)CCC(=O)N1N=C(c2ccco2)CC1c1ccco1 (stereo not given),0.8,68,-2%,5%,-0.5%,5%,-9%,0.2%,i,59,1.5%,
CC(C)(C)n1nnnc1C(c1cccc(C(F)(F)F)c1)N1CCOCC1 (stereo not given),0.0,44,-4%,4%,1.8%,20%,0%,-0.3%,i,12,0.4%,
O=C(COC(=O)c1cccc(F)c1)NC1CC1,2.4,52,-9%,-3%,-0.6%,1%,1%,0.5%,i,35,0.5%,
CN(Cc1ccccc1)S(=O)(=O)c1ccc(N2CCOCC2)nc1,1.4,59,-5%,6%,0.3%,9%,-6%,-0.2%,i,30,1.7%,
CCCCNC(=O)NS(=O)(=O)c1ccc(NS(=O)(=O)c2ccccc2)cc1,-1.7,75,2%,8%,0.0%,22%,-9%,-0.3%,i,13,1.6%,
COc1cc(S(=O)(=O)N2CCOCC2)ccc1NC(=O)CSc1nnc(N)s1,2.5,36,-5%,10%,1.6%,5%,-2%,0.3%,i,34,1.2%,
CCOc1ccc(CN2C(=O)c3ccccc3C2=O)cc1C(=O)O,-0.2,102,-4%,9%,0.2%,18%,-7%,0.3%,i,60,3.5%,
COc1ccc(C(=O)OCC(=O)N2CCc3ccccc3C2)cc1OC,0.3,60,5%,1%,0.5%,·,·,·,i,41,·,
CC1CCc2nc(NC(=O)c3cc(C(C)(C)C)nn3C)sc2C1 (stereo not given),7.2,71,6%,13%,0.5%,4%,-3%,-0.3%,i,52,?,
CC1CC(C)CN(CCCNC(=O)Cc2c(C(=O)O)[nH]c3ccccc23)C1 (stereo not given),9.7,89,3%,8%,0.3%,1%,9%,0.8%,i,31,-0.1%,
CCOc1ccccc1N1CCN(Cc2ccc(Br)s2)CC1,2.2,73,-3%,28%,0.1%,3%,-4%,-0.6%,i,14,4.2%,
C=CC[C@@H](Cc1ccc(F)cc1)C(=O)OC[C@@H]1CCCN1C(=O)[C@H](CC=C)CC(=O)N(CCO)Cc1ccccc1,14,63,-2%,7%,-0.6%,·,·,·,i,27,·,
Cc1cc(C)nc(N2CCCC(C(=O)NCCC3=CCCCC3)C2)n1 (stereo not given),0.7,89,4%,-2%,7.6%,-3%,4%,0.2%,i,48,1.1%,
O=C(Cn1nnc(-c2ccccc2)n1)Nc1ccc2c(c1)OCO2,1.6,59,-9%,6%,0.6%,-8%,-2%,-0.2%,i,41,0.3%,
Cc1ccccc1CN1CCN(Cc2ccccc2C(F)(F)F)CC1,2.6,63,-4%,25%,0.1%,3%,-4%,0.7%,i,32,-1.6%,
N#CC1=C(N)Oc2cc(O)ccc2C1c1ccncc1 (stereo not given),-0.4,33,-5%,12%,0.6%,9%,-10%,-0.1%,i,50,1.1%,
Clc1ccc(/C=C/c2ncc3ccccn23)cc1,3.3,68,-27%,5%,0.2%,19%,0%,-0.1%,i,22,0.7%,
CCOC(=O)c1nc(NCc2cccc(OC)c2)c2ccccc2n1,-0.4,103,·,6%,0.3%,16%,-1%,-0.4%,i,52,0.8%,
CCC(=O)NC(C)C(c1cccs1)N1CCN(Cc2ccccc2)CC1 (stereo not given),2.1,52,-1%,15%,1.0%,0%,5%,0.0%,i,23,2.5%,
CN(C)C1=NCCN1CCc1ccc(F)cc1,3.1,105,-4%,12%,0.9%,4%,·,·,i,41,0.9%,
CCOC(=O)c1csc(N)c1-c1ccc([N+](=O)[O-])cc1,-0.5,54,-5%,10%,-0.4%,26%,-5%,0.0%,i,37,14%,
CCCN(CC(=O)Nc1ccccc1OC)C(=O)c1cnc(Cl)c(Cl)c1,1.7,47,-5%,7%,1.7%,12%,5%,-0.7%,i,24,1.5%,
CCO[C@@H]1OC(C(=O)N2CCN(Cc3ccccc3)CC2)=C[C@H](c2cn(C(C)=O)c3ccccc23)[C@H]1CCCO,0.8,55,1%,4%,1.1%,5%,-4%,-0.3%,i,24,-1.5%,
CCCCSc1nc(C)c(C(C)=O)cc1C#N,9.0,44,-1%,-1%,-0.1%,12%,1%,-0.1%,i,28,0.1%,
Cc1onc(-c2c(F)cccc2Cl)c1C(=O)NCC1COc2ccccc2O1 (stereo not given),2.3,36,-6%,9%,-0.1%,12%,-6%,-0.6%,i,17,-1.3%,
CCC(=O)Nc1ccc(C(=O)CSc2nc3ccccc3cc2CC)cc1,6.3,32,0%,0%,0.1%,3%,1%,-0.7%,i,13,0.0%,
O=C(c1cc2ccccc2oc1=O)N(Cc1ccc(F)cc1)C1CCS(=O)(=O)C1 (stereo not given),-0.6,46,2%,10%,-1.7%,-1%,-14%,-0.4%,i,2,0.6%,
CCn1cc(C(=O)O)c(=O)c2cc(F)c(N3CCN(C(=S)NC(=O)c4ccccc4F)CC3)cc21,-0.2,61,-2%,8%,1.0%,27%,29µM*,0.9%,i,41,-1.2%,
O=C(COC(=O)/C=C/c1ccc(Cl)cc1)Nc1ccc2[nH]c(=O)[nH]c2c1,-1.0,66,-6%,4%,1.1%[50 µM],8%,-3%,·,i,24,0.4%,
CCc1c(C(=O)Nc2nnc(C3CC3)s2)csc1C,1.8,66,-8%,-3%,1.1%,-3%,2%,0.3%,i,31,-0.7%,
CCC1=C(C)CN(C(=O)NCCc2ccc(S(=O)(=O)NC(=O)NC3CCC(C)CC3)cc2)C1=O (stereo not given),4.9,60,-3%,3%,-6.0%,7%,6%,0.0%,i,54,4.1%,
COC(=O)C1=C(CS(=O)(=O)c2ccc(OC)c(OC)c2)NC(=O)NC1c1ccc(O)c(OC)c1 (stereo not given),-0.8,53,-12%,0%,0.4%,2%,0%,0.2%,i,2,2.9%,
COc1ccc(S(=O)(=O)N2CCCCC2)cc1NC(=O)Cc1cccs1,-0.3,50,-1%,1%,-0.3%[50 µM],·,·,·,i,40,1.4%,
CCN(CC)c1c([N+](=O)[O-])c(=O)sc2ccccc12,0.3,93,-3%,17%,0.2%,-55%,16%,-0.3%,i,36,0.4%,
COc1cccc(-c2nc(CS(=O)(=O)CC(=O)NCc3ccccc3)c(C)o2)c1,1.2,99,-2%,4%,-0.4%,4%,-8%,·,i,40,1.7%,
